# FN deposit inh: inhibitors of fibronectin matrix deposition, primary screen, AH1F cells, Alexa488-fibronectin fluorescence, plate reader; inhibition, % at 12.6 µM; AH1F fibroblasts, overnight; 350,000 tested, 0.086% active;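 active means mean inhibition across replicates of 30% or more, regardless of how many single replicates reach that level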;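 further: positive control wells lacked labelled fibronectin entirely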
#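 Material: AH1F fibroblast monolayer depositing Alexa488-labelled fibronectin into matrix | Input: 10000 AH1F cells/well | Medium: DMEM plus 2% serum, read in PBS | Reagent: Alexa488-fibronectin, 24 nM final in well | Compound dosing: One dose per compound, pinned | Schedule: 1 h adhesion, overnight exposure | Measured by: Fluorescence at 485 nm excitation, 525 nm emission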
# esBAF inh: Bmi1 luciferase reporter increase in mESCs, primary screen, esBAF inhibitor project, mouse ES cells, Bmi1 luciferase knock-in, single point; 24 h; 100% = twice the neutral-well signal; reporter increase, % at 12.5 µM; 350,000 tested, 2% active; AID 602393, 2012; in the data active means activation above about 40%;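 further: 0% = median of the plate's neutral control wells and 100% = double that signal; a rise in the Bmi1 reporter signal indicates esBAF inhibition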
# SIRT5 inh: SIRT5 desuccinylase inhibitors, primary screen, biochemical, fluorescence imaging, single point, set 5 | NAD-dependent protein deacylase sirtuin-5, mitochondrial (Homo sapiens), Q9NXA8 | Purified SirT5, succinyl-peptide AMC, trypsin-coupled fluorescence | inhibition, % at 15 µM | 330,000 tested, 1.1% active | AID 652115, 2013; in the data active means inhibition above about 15%
# Target sequence (Q9NXA8 whole entry, looked up): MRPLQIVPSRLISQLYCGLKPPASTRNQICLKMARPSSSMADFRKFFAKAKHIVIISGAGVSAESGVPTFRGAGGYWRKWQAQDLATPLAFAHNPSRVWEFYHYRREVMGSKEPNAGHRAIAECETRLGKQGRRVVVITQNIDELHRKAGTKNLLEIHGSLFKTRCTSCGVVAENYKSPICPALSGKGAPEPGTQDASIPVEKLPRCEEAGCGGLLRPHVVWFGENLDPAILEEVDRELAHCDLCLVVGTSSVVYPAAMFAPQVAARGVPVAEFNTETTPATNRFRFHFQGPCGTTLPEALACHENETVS
# S100A4 MyoIIA: inhibitors of S100A4-myosin IIA peptide binding, primary screen, biochemical, fluorescence polarization, TAMRA-MyoIIA peptide; Protein S100-A4 (Homo sapiens), P26447; 360,000 tested, 0.14% active; inhibition, % at 10.7 µM;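 active means mean inhibition of at least 70% across replicates, with every replicate also reaching that level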
# Target sequence (P26447 whole entry, looked up): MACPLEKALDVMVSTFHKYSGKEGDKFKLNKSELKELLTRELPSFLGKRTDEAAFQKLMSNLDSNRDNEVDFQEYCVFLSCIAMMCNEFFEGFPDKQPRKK
#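 Test system – S100A4 monomer (human) · Compound – single-point compound testing · Schedule – 5 min incubation before reading · Probe or stimulus – TAMRA-labelled myosin IIA heavy-chain peptide probe, 5 nM · Benchmarks – neutral control DMSO, positive control TFP · Medium – Calcium-containing HEPES buffer, pH 7.2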
# Casp6 inh: human caspase-6 inhibitors, primary screen, biochemical, VEID-R110 fluorescence, single point, set 2; AID 686996, 2013; inhibition, % at 12.5 µM; P55212; purified caspase-6, Z-VEID-R110 cleavage fluorescence; 350,000 tested, 0.53% active;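 active means mean inhibition across replicates at least about 35%, with every replicate also reaching that limit, limit read from the data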;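 further: 0% = median of neutral control wells and 100% = no fluorescence left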
# Target sequence (P55212 24-179 limits assumed): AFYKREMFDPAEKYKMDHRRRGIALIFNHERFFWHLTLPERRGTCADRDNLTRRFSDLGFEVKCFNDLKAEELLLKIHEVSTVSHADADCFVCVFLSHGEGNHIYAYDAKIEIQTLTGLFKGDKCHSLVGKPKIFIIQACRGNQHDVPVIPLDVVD
# Target sequence (P55212 194-293 limits assumed): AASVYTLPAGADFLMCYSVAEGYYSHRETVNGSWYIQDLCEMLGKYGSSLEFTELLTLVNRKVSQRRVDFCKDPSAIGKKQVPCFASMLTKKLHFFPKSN
# LGR2 inh: inhibitors of bursicon-induced LGR2 CRE-luciferase signal, primary screen, cell-based, HEK293, CRE-luciferase reporter, bursicon stimulation; Drosophila bursicon receptor LGR2 (rickets); bursicon-stimulated, 4 h; inhibition, % at 9.99 µM; 380,000 tested, 0.35% active; AID 720647, 2013;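 active means drop in luminescence signal, shown as inhibition above about 50% in the replicate tests, limit read from the data, passing the limit was not always enough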;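 further: agonist challenge used bursicon conditioned medium at about half maximal strength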
# C2C12 statin: suppressors of statin myotoxicity in C2C12 myotubes, primary screen, cell-based, single point, plate reader; C2C12 myotubes + simvastatin, ATP luminescence, 48 h; scaled: DMSO 0, geranylgeraniol control 100; rescue of ATP level, % at 7.49 µM; 330,000 tested, 0.78% active; AID 602340, 2012;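 active means mean ATP rescue above about 67%, or every replicate alone reaching that limit, limit read from the data, passing the limit was not always enough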;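 further: myotubes were challenged with 10 µM simvastatin during compound exposure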
# * marks the source's active call; other numbers are inactive results; · = no result given.
SMILES,FN deposit inh,esBAF inh,SIRT5 inh,S100A4 MyoIIA,Casp6 inh,LGR2 inh,C2C12 statin
CCCN1C(=O)c2cc(C(=O)Nc3cccc(C(C)=O)c3)ccc2C1Nc1cccc(C(C)=O)c1 (configuration not stated),-7,·,-3,3,1,38,·
Cc1c(Br)c(C(F)(F)F)nn1CC(=O)NCc1ccccc1,-5,-7,·,·,·,-7,-20
CC(=O)c1c(C)[nH]c(C(=O)OCC(=O)Nc2ccc(Cl)cc2[N+](=O)[O-])c1C,6,·,2,-2,0,-1,·
Brc1ccccc1-c1nnc(-c2cccnc2)o1,0,66*,·,·,·,·,-2
C[C@H]1CN([C@@H](C)CO)C(=O)c2cc(C#CC3CCCCC3)cnc2O[C@H]1CN(C)S(C)(=O)=O,5,-1,3,-3,2,5,3
CC(C)NC(=O)N1CCCCN2[C@H](C1)[C@H](c1ccc(C#C[C@H](C)O)cc1)[C@@H]2CO,·,·,-2,-8,-5,-16,·
COc1ccccc1C(=O)Nc1ccnn1C1CCN(Cc2ncc[nH]2)CC1,8,-3,-2,-5,0,-6,-5
CCn1nc(C)c(Br)c1Nc1ccc(Br)cc1,7,-7,-1,-4,-2,-6,9
O=C1NCCN(Cc2ccc(Cl)c(F)c2)C1CC(=O)N1CCCO1 (configuration not stated),-3,·,-2,2,-7,·,·
C[C@@H]1CCCCO[C@@H](CN(C)C(=O)Nc2cccc3ccccc23)[C@@H](C)CN([C@H](C)CO)C(=O)c2cc(NC(=O)Nc3ccc(F)cc3)ccc2O1,1,-2,-2,-19,-3,8,·
COc1ccc(/C=C/C(=O)NC(=S)N2CCN(c3ccccn3)CC2)cc1OC,-3,·,-1,1,3,2,·
Cc1ccc(Cn2c(=S)[nH]c3ccccc3c2=O)cc1,6,2,-6,-3,-3,11,0
CS(=O)(=O)c1ccc(Cl)c(NC(=O)CN2CCCC2c2ccc3c(c2)OCCCO3)c1 (configuration not stated),-6,-14,-3,-3,1,1,15
O=C(c1ccccc1)N1C[C@@H]2[C@H](c3ccccc31)[C@H](CO)N2C(=O)CN1CCOCC1,·,2,-6,5,3,-8,9
O=C(c1ccccn1)N1CCN(c2cccc(C(F)(F)F)c2)CC1,-8,·,-2,-8,3,25,·
CC(=O)c1ccc(NC(=O)CCn2c(=S)oc3ccccc32)cc1,0,9,-5,-12,-3,-4,-4
Cc1ccc2c(c1)C1C3CCC(C3)C1S(=O)N2 (configuration not stated),·,·,4,-3,0,16,·
COc1ccc(-c2ccc3c(c2)[C@@H]2[C@@H](CCN2C(=O)c2ccncc2)[C@@H](CO)N3C)cc1,-3,0,6,5,-2,-14,8
CNC[C@@H]1Oc2ccc(NC(=O)CCCN(C)C)cc2CC(=O)N([C@H](C)CO)C[C@H]1C,·,·,-4,3,-1,24,·
COc1cccc(-c2ccc3c(c2)O[C@@H](CN(C)Cc2ccncc2)[C@H](C)CN([C@H](C)CO)S3(=O)=O)c1,-4,1,10,-24,-1,3,-56
CCC(C)C(CO)NCCCn1cnc2c(OC)ncnc21 (configuration not stated),6,-6,-5,0,-1,13,1
O=C(Nc1ccc(S(=O)(=O)N2CCCC2)cc1)c1cccc(OC(F)F)c1,·,1,1,0,1,4,-34
CO[C@H](CN(C)Cc1ccc(-c2ccccn2)cc1)[C@H](C)CN(C(=O)Nc1ccc(F)cc1)[C@@H](C)CO,2,-1,4,7,-4,-11,15
COc1ccc(OC)c(S(=O)(=O)NCC(c2ccco2)S(=O)(=O)c2ccccc2)c1 (configuration not stated),-7,1,-5,-5,-2,-1,-18
Cc1ccc2cc(CN(Cc3nnnn3C3CCCC3)C3CCCCC3)c(=O)[nH]c2c1C,·,-5,-4,-10,1,5,-11
Nc1ncc(-c2ccc(-c3ccccc3)cc2F)cc1-c1ccccc1F,5,1,0,-3,-1,-1,-10
CC1CN(c2ncc(/C=N/NC(=O)c3ccccc3O)s2)CC(C)O1 (configuration not stated),5,4,6,5,1,-10,1
COc1ccc(/C=C2\N=C(C)N(c3ccc4ccccc4c3)C2=O)cc1OC,·,·,4,20,-1,-69,·
CCOC(=O)C1(C)CCN1C(=O)c1cc2ccccc2s1 (configuration not stated),-1,12,·,1,-3,-56,-8
Cc1nc2cc(NC(=O)NCCC3=CCCCC3)ccc2o1,·,5,-2,3,4,-2,11
COc1cc2c(cc1OC)/C(=C/C(=O)c1ccccc1F)NCC2,18,0,-4,-6,15,-41,1
CCOC(=O)c1ccc(NC(=O)Oc2ccccc2)cc1,6,-1,·,·,·,·,5
CCN(c1ccc(OC)cc1)S(=O)(=O)N1CCCC(C(=O)NCc2ccc(OC(C)C)cc2)C1 (configuration not stated),0,18,-3,-4,1,-3,-1
Cc1ccc(/C=C2/Sc3ccc(C(=O)N4CCN(C)CC4)cc3NC2=O)cc1,5,-8,-6,-4,-30,6,-16
Cc1ccccc1NC(=O)c1sc2nc(N3CCOCC3)c3c(c2c1N)CCCC3,8,54*,2,-7,0,11,3
Cc1c(C(=O)N/N=C/c2ccc(N(C)C)cc2)[nH]c2ccc(Cl)cc12,16,·,-5,-16,-3,-9,·
CN1CCN(CCCNC(=O)c2ccc(/C=C3\Sc4ccccc4N(Cc4ccccc4F)C3=O)cc2)CC1,0,·,4,3,-175,15,·
CC1(C)C(=O)Nc2ccccc2N1C(=O)COC(=O)c1ccc(NC(N)=O)cc1,5,0,-1,-1,8,-12,17
NS(=O)(=O)c1ccc(NC(=S)N2CCN(Cc3ccc4c(c3)OCO4)CC2)cc1,-14,·,-2,-13,1,12,·
Cc1nc(C(=O)N2CCc3c([nH]c4ccccc34)C2c2cc(F)ccc2F)cs1 (configuration not stated),2,10,0,2,20,-17,10

# Shown with tabs: entries from further up
SMILES	FN deposit inh	esBAF inh	SIRT5 inh	S100A4 MyoIIA	Casp6 inh	LGR2 inh	C2C12 statin
Nc1ncc(-c2ccc(-c3ccccc3)cc2F)cc1-c1ccccc1F	5	1	0	-3	-1	-1	-10
Cc1nc(C(=O)N2CCc3c([nH]c4ccccc34)C2c2cc(F)ccc2F)cs1 (configuration not stated)	2	10	0	2	20	-17	10
CC1(C)C(=O)Nc2ccccc2N1C(=O)COC(=O)c1ccc(NC(N)=O)cc1	5	0	-1	-1	8	-12	17
CCOC(=O)C1(C)CCN1C(=O)c1cc2ccccc2s1 (configuration not stated)	-1	12	·	1	-3	-56	-8
Cc1ccc2cc(CN(Cc3nnnn3C3CCCC3)C3CCCCC3)c(=O)[nH]c2c1C	·	-5	-4	-10	1	5	-11
CCOC(=O)c1ccc(NC(=O)Oc2ccccc2)cc1	6	-1	·	·	·	·	5

# Later entries:
SMILES,FN deposit inh,esBAF inh,SIRT5 inh,S100A4 MyoIIA,Casp6 inh,LGR2 inh,C2C12 statin
CCc1nc(C)cn1S(=O)(=O)c1ccc(Cl)c(Cl)c1Cl,-3,6,·,·,·,·,-1
COC(=O)c1cccc(NC(=O)C(C)N2C(=O)c3ccccc3C2=O)c1 (configuration not stated),·,1,-5,-3,3,-5,-6
Cc1cc(NC(=O)c2c(-c3c(Cl)cccc3Cl)noc2C)n(C)n1,-10,·,-1,-4,11,0,·
CCCn1nc(C(=O)NC2CCCCCC2)c2ccccc2c1=O,1,-4,-3,2,0,-10,4
CSCCC(NS(=O)(=O)c1ccc2c(c1)oc(=O)n2C)C(=O)NC1CCCc2ccccc21 (configuration not stated),11,1,-3,1,0,-12,9
CCCNC(=O)N1CC2(C1)[C@H](c1ccccc1)[C@@H](CO)N2Cc1ccccc1,-24,·,-3,6,-1,-7,·
COc1ccc(NC(=O)C(CCS(C)(=O)=O)N2C(=O)c3ccccc3C2=O)cc1 (configuration not stated),·,-6,6,0,0,10,-2
CN(C1CCS(=O)(=O)C1)S(=O)(=O)c1ccccc1 (configuration not stated),-16,4,-3,-10,-6,-10,5
N#Cc1c(NC(=O)CSc2nc3c(c(C(F)(F)F)n2)CCc2ccccc2-3)sc2c1CCCC2,-4,-8,·,·,·,·,3
O=[N+]([O-])c1cc(-c2cnc3ccccc3n2)ccc1Cl,1,·,-3,4,0,·,·
CCCC(c1nnnn1CCOC)N(Cc1cc2cc(C)c(C)cc2[nH]c1=O)CC1CCCO1 (configuration not stated),·,-8,-2,5,7,-1,-9
Cc1ccc2c(c1)N(CC(=O)N1CCCCC1C)C(=O)CO2 (configuration not stated),4,-1,0,8,1,1,4
Cc1ccc2cc(CN(CC3CCCO3)C(=S)NCc3ccco3)c(=O)[nH]c2c1 (configuration not stated),2,6,-3,-3,5,37,1
CCOc1ccc(CNC(=O)Cn2nc(C)c3c(C)n(-c4ccc(C)cc4)nc3c2=O)cc1,8,-5,0,-1,5,24,20
O=C(c1ccco1)N1CCN(C(c2cccs2)c2nnnn2C2CCCCC2)CC1 (configuration not stated),·,2,2,-8,-2,16,2
Cc1cc(OCC(=O)Nc2nnc(C3CC3)s2)ccc1Cl,8,25,-5,7,0,2,-1
C[C@@H]1CCCCO[C@H](CN(C)C(=O)c2ccccc2)[C@@H](C)CN([C@H](C)CO)C(=O)c2cc(NS(C)(=O)=O)ccc2O1,·,0,0,-30,2,6,3
CCOC(=O)C1=C(CSc2nc(-c3ccccc3)ccc2C#N)OC(N)=C(C#N)C1c1cccnc1 (configuration not stated),·,73*,·,·,·,3,0
C[C@@H]1CCCCO[C@@H](CN(C)C(=O)CCC(F)(F)F)[C@@H](C)CN([C@H](C)CO)C(=O)c2cc(NC(=O)NC3CCCCC3)ccc2O1,·,-2,-9,4,0,20,·
Cc1ccccc1NC(=O)Cn1c(NCC(C)O)nc2ccccc21 (configuration not stated),7,·,·,-8,1,-10,·

# Look-ups from the list:
# CCOc1ccc(CNC(=O)Cn2nc(C)c3c(C)n(-c4ccc(C)cc4)nc3c2=O)cc1 in S100A4 MyoIIA: -1
# C[C@@H]1CCCCO[C@H](CN(C)C(=O)c2ccccc2)[C@@H](C)CN([C@H](C)CO)C(=O)c2cc(NS(C)(=O)=O)ccc2O1 in Casp6 inh: 2

# Following part.
SMILES,FN deposit inh,esBAF inh,SIRT5 inh,S100A4 MyoIIA,Casp6 inh,LGR2 inh,C2C12 statin
CCOC(=O)C1CCCN(S(=O)(=O)c2ccc(NC(C)=O)cc2)C1 (configuration not stated),-4,·,-4,-1,-1,3,·
Cc1ccc(S(=O)(=O)N(C)C[C@H]2Oc3ccc(NC(=O)Nc4c(C)noc4C)cc3C(=O)N([C@H](C)CO)C[C@@H]2C)cc1,·,4,14,-61,-3,-10,15
Cc1cccc(Cn2c(C(=O)OC(C)C)cc3c2ccn3C)c1,14,1,·,·,·,·,0
CCN(CC(=O)Nc1ccc(NC(C)=O)cc1)C(=O)c1cc(CN2C(=O)c3ccccc3C2=O)ccc1OC,6,·,3,5,11,4,4
Cc1cc(-c2ccc(C)c(S(=O)(=O)NCCc3ccc(S(N)(=O)=O)cc3)c2)on1,8,0,-3,10,1,-11,-3
COc1ccc(NC(=O)c2ccc(C)cc2)cc1,1,-30,-4,1,1,5,-7
CCN(C(=O)CSc1nnnn1C)c1c(N)n(Cc2ccccc2)c(=O)[nH]c1=O,-12,-1,0,-3,·,31,-2
COc1ccc(-c2ccc(SCC(=O)N3c4ccccc4CC3C)nn2)cc1OC (configuration not stated),3,9,·,·,·,·,9
COc1ccc(-c2nc3c4ccccc4ccn3c2CN2CCOCC2)cc1OC,0,57*,-12,2,5,-85,0
COCC(=O)Nc1ccc2c(c1)[C@@H]1C[C@@H](CC(=O)NCc3ccccn3)O[C@H](CO)[C@@H]1O2,5,-3,2,-2,0,-6,2
Oc1ccc(/C=N/N2CCN(c3ccccn3)CC2)cc1,-4,3,-1,0,0,-13,-5

# Screens (PubChem BioAssay)

# Not all compounds are listed. The share of hits here may be higher or lower than overall.
